Source: PubChem BioAssay (several laboratories)
NSD2 inh: blocks human histone methyltransferase NSD2 | NSD2 peptide methylation, AlphaScreen, 120 min | O96028 | AID 743445 | hit rate 0.54% among 310,000 | inhibition, % at 12.5 µM; in the data active = inhibition above about 50%
DAGLB inhibitor: diacylglycerol lipase beta (human) inhibition; HEK293T DAGLB membrane lysate, EnzChek fluorogenic substrate; inhibition, % at 5.17 µM; hit rate 0.059% among 340,000; AID 504411; in the data active = inhibition above about 34%;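 also: 0% = enzyme with vehicle and 100% = wells lacking enzyme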
CAL PDZ FP-1: inhibitors of human CAL PDZ peptide binding; inhibition, % at 20 µM; Q9HD26; AID 504414; purified CAL PDZ, TMR-peptide fluorescence polarization, 1 h; hit rate 0.02% among 330,000;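 active = highest replicate inhibition of at least 40%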;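 also: plate controls were DMSO neutral control wells for no effect and unlabeled competitor peptide control wells for full effect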
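System: tagged CAL PDZ domain. Schedule: 1 h room-temperature incubation prior to read. Signal: fluorescence polarization (mP). Measure: percent inhibition from loss of millipolarization.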
CAL PDZ FP-2: CAL PDZ (human) peptide binding inhibition. inhibition, % at 24.9 µM. AID 602252. Q9HD26. hit rate 0.92% among 300,000. purified CAL PDZ, TMR-peptide fluorescence polarization, 1 h;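 active = mean inhibition of at least 30% with at least half of replicates also reaching 30%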;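 also: 0% = DMSO neutral control and 100% = excess unlabeled competitor peptide PRC23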
Pemphigus Ab inh: inhibitors of pemphigus antibody binding to human desmoglein-3 | hit rate 0.48% among 310,000 | DSG3-coupled beads, scFv-anti-DSG3-GFP binding, flow cytometry; active compounds read low | binding (percent of control), % at 10 µM | AID 588358;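 active = binding more than 3 SD below its plate's average and above zero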;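 also: hits lower antibody fragment binding to DSG3; some compounds called inactive have numbers as strong as hits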
Target sequence (P32926 whole entry, looked up, the tested form may be a part): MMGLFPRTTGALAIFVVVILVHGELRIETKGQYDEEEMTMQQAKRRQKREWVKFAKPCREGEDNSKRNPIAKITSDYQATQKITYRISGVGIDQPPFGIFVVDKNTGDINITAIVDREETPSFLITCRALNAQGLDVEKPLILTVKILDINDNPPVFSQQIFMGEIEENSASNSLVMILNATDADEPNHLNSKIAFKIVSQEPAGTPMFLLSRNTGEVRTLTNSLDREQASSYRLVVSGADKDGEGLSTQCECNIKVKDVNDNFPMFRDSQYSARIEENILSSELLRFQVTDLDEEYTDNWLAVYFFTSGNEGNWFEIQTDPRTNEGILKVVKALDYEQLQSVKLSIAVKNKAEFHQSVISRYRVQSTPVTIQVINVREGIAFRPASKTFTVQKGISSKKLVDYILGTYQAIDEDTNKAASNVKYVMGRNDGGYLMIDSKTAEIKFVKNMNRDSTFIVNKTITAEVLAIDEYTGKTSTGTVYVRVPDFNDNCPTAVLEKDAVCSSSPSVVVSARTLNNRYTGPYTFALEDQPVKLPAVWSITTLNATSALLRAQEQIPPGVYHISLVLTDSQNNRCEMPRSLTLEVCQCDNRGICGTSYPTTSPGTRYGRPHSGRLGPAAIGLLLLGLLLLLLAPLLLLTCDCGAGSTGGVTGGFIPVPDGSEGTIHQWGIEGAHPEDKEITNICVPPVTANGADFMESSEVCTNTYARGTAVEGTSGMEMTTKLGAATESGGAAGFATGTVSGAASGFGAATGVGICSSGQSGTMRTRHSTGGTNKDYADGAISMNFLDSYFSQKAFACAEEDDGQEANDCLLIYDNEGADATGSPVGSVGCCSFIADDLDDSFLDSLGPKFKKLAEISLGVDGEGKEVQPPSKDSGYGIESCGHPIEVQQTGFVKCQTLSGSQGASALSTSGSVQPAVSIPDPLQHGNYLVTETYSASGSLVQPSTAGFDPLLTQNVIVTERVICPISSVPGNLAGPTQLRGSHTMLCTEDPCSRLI
Arrestin-AP2 inh: inhibitors of human beta-arrestin and AP2 interaction; AID 504490; inhibition, % at 10 µM; hit rate 0.31% among 340,000; FITC-arrestin peptide / GST-AP2 beads, flow cytometry; AP2 beta2 appendage carries R879A mutation;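 active = inhibition above a set limit, near 3 SD of compounds lacking own fluorescence, cut at about 54% in these data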;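 also: plate controls were DMSO wells for no effect and 5 µM unlabelled arrestin peptide for full effect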
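Test system: GST-tagged AP2 beta2-adaptin appendage (R879A) on 4 µm glutathione beads; also added: fluorescein-tagged arrestin peptide at 50 nM final; timing: 12 min plus 1 h, RT; signal: flow cytometry, FL1 (488/535 nm); read-out: percent drop in bead-associated FITC signal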
Keap1 Nrf2 FP: disrupts human Keap1 binding to Nrf2 peptide | AID 504523 | hit rate 0.15% among 340,000 | inhibition, % at 9.4 µM | Keap1 Kelch-Nrf2 peptide fluorescence polarization, 1536-well; in the data active = inhibition above about 12%;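 also: human Keap1 Kelch domain with fluorescein labeled Nrf2 9mer peptide probe; 0% = neutral control wells and 100% = peptide positive control; higher means more block of Keap1 binding to Nrf2 peptide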
V-ATPase pH: yeast V-ATPase proton transport regulation by pHLuorin. S. cerevisiae, pHLuorin cytosolic pH fluorescence. response, % at 10 µM. hit rate 0.37% among 350,000. AID 504577; in the data active = response mostly above about 7.3%, no sharp cut-off; inactive = mostly below about 5.4%; also: actives read high; inactives centre near 0; some compounds called inactive have numbers as strong as hits; reference of the scale not given here
RTF Ca sens inh: cardiac RTF calcium desensitization. P19429+P45379. inhibition, % at 7.15 µM. hit rate 0.12% among 340,000. IANBD-labeled cardiac RTF, Ca2+ fluorescence;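 active = inhibition above the mean inhibition of all tested compounds plus 3 SD, cut at about 17% in these data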;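 also: assay run at fixed EC70 calcium of 1.6 mM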
C-LANA FP: inhibitors of KSHV LANA C-terminal domain DNA binding | inhibition, % at 9 µM | MBP-C-LANA/FAM-LBS DNA binding, fluorescence polarization | hit rate 0.078% among 340,000;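 active = highest replicate inhibition at or above 60% at 9 µM, even if other replicates fall short; inactive = all replicates below 60% inhibition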;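 also: 0% = neutral control wells and 100% = 4 µM acridine orange control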
Starred values were filed as active, the others as inactive; . = not tested or not shown; + = active, no number.

SMILES | NSD2 inh | DAGLB inhibitor | CAL PDZ FP-1 | CAL PDZ FP-2 | Pemphigus Ab inh | Arrestin-AP2 inh | Keap1 Nrf2 FP | V-ATPase pH | RTF Ca sens inh | C-LANA FP
NC(N)=Nc1ccc2[nH]c3c(c2c1)C[C@@]1(O)[C@H]2Cc4ccc(O)c5c4[C@@]1(CCN2CC1CC1)C3O5 (stereo partly drawn) | . | 0 | 0.5 | -3 | 104 | 20 | 1 | 0 | -10 | -0.9
c1ccc2c(N3CCNCC3)cccc2c1 | . | 5 | 0.2 | 0 | 111 | -2 | 6 | -2 | 4 | -0.1
Nc1c(C(=O)NC2CCCC2)c2nc3ccccc3nc2n1CC1CCCO1 (stereo not drawn) | 82* | -3 | -2.8 | 0 | 106 | 1 | 0 | -2 | 0 | -0.2
COCCCNC(=O)c1c(NC(=O)c2ccco2)n(Cc2ccccc2)c2nc3ccccc3nc12 | 106* | -2 | -1.5 | -1 | 99 | 32 | -2 | -7 | -18 | 5.0
COc1ccc(NC(=O)c2c(C)nn(Cc3ccccc3Cl)c2Cl)cc1Cl | 4 | -2 | -2.9 | -1 | 125 | -11 | -3 | 0 | -18 | -1.4
NN=C(N)N | . | 4 | -0.2 | 3 | 103 | -7 | 4 | -2 | 6 | -0.4
CC1CCOC(=O)C=CC=CC(=O)OC2CC3OC4C5OC5(C)C(O)CC4(COC(=O)C1O)C2(C)C31CO1 (stereo not drawn) | -1 | 0 | 0.0 | -1 | 82 | -19 | 0 | 4 | -3 | -0.8
CCOC(=O)C1=C(N)Oc2c(c(=O)oc3ccccc23)C12C(=O)N(C)c1ccccc12 (stereo not drawn) | -2 | 3 | -6.2 | -2 | . | 14 | -2 | 1 | -11 | 1.4
CC[C@H]1CN2CCC1C[C@@H]2[C@H](O)c1ccnc2ccc(OC)cc12 (stereo partly drawn) | . | 4 | -1.1 | 5 | 106 | 7 | -7 | -1 | -1 | -0.9
FC(F)(F)c1cccc(C2NCc3ccccc3-n3cccc32)c1 (stereo not drawn) | 0 | -10 | -3.7 | -3 | 88 | 12 | 0 | 0 | -1 | -1.3
COc1ccc(C2CN(C)CC2C(=O)c2ccc(F)cc2)cc1Cl (stereo not drawn) | 6 | 0 | -1.2 | -6 | 94 | -3 | -7 | -2 | -5 | -3.6
CC1CCCCN1CC(=O)c1ccc2cc[nH]c2c1 (stereo not drawn) | . | 0 | 0.5 | 4 | 124 | 1 | -2 | 5 | -14 | 3.2
CCC(C)N1C(=O)/C(=C\c2cnc(N(C)C)nc2)C(=O)NC1=S (stereo not drawn) | 11 | 7 | -0.8 | 1 | 111 | 20 | -8 | -2 | -7 | -1.4
c1ccc2c(CCNC3CCCCC3)c[nH]c2c1 | 15 | -1 | 0.2 | . | 82 | 0 | 0 | 1 | 4 | 0.1
O=C1NC(=O)C(CCc2ccncc2)(Cc2cccc(Cl)c2Cl)C(=O)N1c1ccc(Br)cc1 (stereo not drawn) | -2 | 7 | -1.6 | -2 | 127 | -6 | -22 | -1 | -6 | -1.8
CCOc1cccc(CNC2CN3CCC2CC3)c1 (stereo not drawn) | 8 | -1 | 0.1 | 3 | 103 | 11 | -6 | -5 | 2 | 0.9
CCC(C)N=Cc1c(O)n(-c2ccccc2)c(=O)[nH]c1=O (stereo not drawn) | 0 | -3 | 0.3 | . | 69 | 37 | -1 | -2 | -1 | -0.3
O=C1NC(=O)C(=Cc2cc(Cl)ccc2OCc2ccc(C(=O)O)cc2)C(=O)N1 | 49 | 0 | -1.6 | . | 96 | -15 | 4 | -1 | 3 | -0.4
O=C1NC(=O)N(Cc2ccccc2)C(=O)C1Cc1ccccc1 (stereo not drawn) | -1 | 0 | -0.4 | 1 | . | 1 | -3 | -2 | 0 | -0.6
Oc1cc(O)cc(/C=C/c2ccc(O)cc2O)c1 | . | 2 | -0.8 | 3 | 93 | 36 | 2 | 10 | -4 | -5.6
CCCCOc1ccc(C(C)=O)cc1Cc1c(O)[nH]c(=S)[nH]c1=O | -1 | -1 | 0.2 | -8 | 115 | -8 | -4 | 1 | 0 | 5.2
Cc1ccc2c(c1)CC1(CN2C)C(=O)NC(=O)N(CCc2ccccc2)C1=O (stereo not drawn) | 5 | 2 | 0.3 | 1 | 116 | 24 | -2 | -1 | -2 | -0.6
COc1cccc(CN2CCN(Cc3cccc(F)c3)CC2)c1 | 3 | -3 | 1.2 | 4 | 103 | -4 | -5 | 2 | 0 | 1.2
COc1ccc(OC)c(C(O)C2CCCCN2)c1 (stereo not drawn) | 3 | -2 | 0.8 | -3 | 121 | 47 | -1 | 0 | 7 | 1.3
COc1ccc(C(=O)C(Cc2ccccc2)N(C)C)cc1 (stereo not drawn) | 3 | -3 | -0.2 | -1 | 91 | 21 | -5 | 0 | -2 | -1.0
O=C(Cc1ccccc1)OCCN1CCOCC1 | -3 | 2 | 0.6 | -2 | 97 | 44 | 1 | -2 | -3 | -0.4
Cc1nn(-c2ccccc2)c2c1C(c1ccc3c(c1)OCO3)SCC(=O)N2 (stereo not drawn) | 1 | -2 | -3.6 | 1 | 99 | 5 | 1 | -6 | -5 | -1.3
COc1ccc(C=C2C(=O)N(C)C(=O)N(C)C2=O)cc1COc1ccc(NC(C)=O)cc1 | 1 | 2 | -0.1 | . | 106 | -18 | -3 | 3 | 1 | -0.6
Cc1ccc(C(O)(C(=O)NNC(=O)CN2CCN(C)CC2)c2ccc(C)cc2)cc1 | 0 | -1 | -0.6 | -5 | 84 | 11 | -4 | -4 | 11 | 0.8
OC(c1ccccc1)(c1ccccc1)C1CCCN1 (stereo not drawn) | 6 | 2 | -1.4 | 0 | 107 | 10 | 1 | 2 | 2 | -0.1

Some entries already given, showing only RTF Ca sens inh and NSD2 inh.
SMILES	RTF Ca sens inh	NSD2 inh
Cc1nn(-c2ccccc2)c2c1C(c1ccc3c(c1)OCO3)SCC(=O)N2 (stereo not drawn)	-5	1
O=C(Cc1ccccc1)OCCN1CCOCC1	-3	-3
COc1ccc(C=C2C(=O)N(C)C(=O)N(C)C2=O)cc1COc1ccc(NC(C)=O)cc1	1	1
COc1ccc(OC)c(C(O)C2CCCCN2)c1 (stereo not drawn)	7	3
COc1ccc(C(=O)C(Cc2ccccc2)N(C)C)cc1 (stereo not drawn)	-2	3

Carrying on.
SMILES | NSD2 inh | DAGLB inhibitor | CAL PDZ FP-1 | CAL PDZ FP-2 | Pemphigus Ab inh | Arrestin-AP2 inh | Keap1 Nrf2 FP | V-ATPase pH | RTF Ca sens inh | C-LANA FP
CCCC/C(=N/O)c1c(C)[nH]c2ccccc12 | 2 | -2 | -1.4 | 2 | . | 17 | -3 | 9 | -5 | -1.5
COC(=O)C(O)(c1c[nH]c2ccccc12)C(F)(F)F (stereo not drawn) | -1 | 2 | -1.2 | -1 | . | 5 | 1 | . | -8 | 1.9
O=C(NC1CN2CCC1CC2)c1cc(Cl)c([N+](=O)[O-])c2nc[nH]c12 (stereo not drawn) | 3 | 3 | -2.9 | -6 | 86 | 9 | 4 | -1 | -4 | 0.2
O=C(O)c1ccc(-[n+]2c(-c3ccccc3)cc(-c3ccccc3)cc2-c2ccccc2)cc1 | . | 2 | 0.7 | 0 | 98 | -10 | -1 | 0 | -17 | 0.1
Cn1ncc(Cl)c1C(=O)N1CCC2(CC1)OCCO2 | 0 | -1 | 1.0 | 0 | . | 29 | 2 | 0 | 1 | -1.0
COc1ccc(NC(=O)[C@@H](NC(=O)N2C[C@H]3C[C@@H](C2)c2cccc(=O)n2C3)C(C)C)cc1 | . | 0 | 0.2 | -2 | 104 | -4 | 0 | 0 | 1 | 2.3
CCn1nc(/C=C/c2ccccc2)nc2c(=O)n(C)c(=O)nc1-2 | + | . | 0.1 | -1 | . | 9 | -18 | -1 | . | 4.9
O=c1[nH]c(=O)n(Cc2ccccc2)c(O)c1C=NCCN1CCOCC1 | -3 | 0 | -1.8 | -3 | . | -13 | -4 | 0 | -5 | 0.2
CN(C)c1ccc(/C=C2\C(=O)NC(=O)N(Cc3ccc(F)cc3)C2=O)cc1 | 9 | 10 | -0.6 | . | 117 | -26 | -6 | -4 | -5 | -3.2
CC1CC2CC(=O)CCC2(C)C2CCC3(C)C(O)CCC3C12 (stereo not drawn) | 2 | -4 | . | . | 95 | . | . | -2 | . | .
O=P1(NCCCl)OCCCN1CCCl (stereo not drawn) | . | 2 | 0.3 | 4 | . | 17 | 4 | 9 | -10 | 0.0
Nc1ccc(CC2=NCCN2)cc1 | 1 | -1 | -0.8 | 0 | 95 | -6 | -5 | 3 | -4 | -21
COc1cc(CC2C(=O)N(C)C(=O)N(C)C2=O)ccc1OCc1ccccc1 | 2 | 2 | -0.6 | -2 | 101 | 4 | 3 | -2 | -3 | -2.0
O=C(/C=C/c1c[nH]c2ccccc12)c1c(O)n(CCc2ccccc2)c(=O)[nH]c1=O | 1 | . | -1.3 | . | 141 | -4 | -3 | 8 | . | 0.9
O=C(c1cc(-c2cccnc2)nc2ccccc12)N1CCC2(CC1)OCCO2 | 6 | 0 | -0.2 | 2 | 98 | -5 | -8 | 4 | -7 | 1.2
CCOC(=O)[C@]12Cc3cc(Cl)ccc3[C@H]1N(Cc1ccccc1)C(=O)c1ccccc12 | . | -9 | -1.1 | -2 | 106 | -3 | 1 | 2 | -16 | -0.7
CSCCC(NC(=O)CCC(=O)OC1CC[C@H]2[C@@H]3CC[C@H]4CC(=O)CC[C@]4(C)[C@H]3CC[C@]12C)C(=O)O (stereo partly drawn) | 0 | 1 | . | -8 | 103 | 32 | -1 | 2 | 0 | 0.9
CC(=O)c1ccc(OC(NC(=O)Cc2ccccc2)C(Cl)(Cl)Cl)cc1 (stereo not drawn) | -3 | 2 | -2.8 | -2 | 98 | 7 | -1 | -2 | -9 | -0.8
C=CCn1c(O)c(C(CC)=Nc2ccccc2NC(C)=O)c(=O)[nH]c1=O | 1 | 1 | -0.7 | 3 | 98 | 13 | -2 | -1 | -16 | 1.6
Cc1ccc(C(=O)Nc2ccc(Cl)cc2C(=O)c2ccccc2)cc1 | -4 | -16 | -3.8 | . | 101 | 10 | -4 | -1 | -4 | 0.4
Oc1c(Cl)c(Cl)c(Cl)c(Cl)c1Cl | . | 9 | -0.1 | -6 | 90 | -3 | 3 | -3 | 16 | -2.4
CCCNC(=O)N1[C@H]2CC[C@@H]1C(C(=O)OC)=C(c1cc3ccccc3s1)C2 | . | -2 | 0.0 | 1 | 97 | -1 | -3 | 3 | -3 | 0.0
Cc1cccc(NP2(=O)NCCCN2)c1 | -1 | -1 | -1.1 | -2 | 96 | -2 | 3 | 3 | 4 | -0.5

A portion of the library; rates above refer to the full screens.
